ADAM10 inh: human ADAM10 inhibitors, primary screen, biochemical, QFRET, HTS | 370,000 compounds, 0.62% hits | recombinant ADAM10, EDANS/DABCYL FRET peptide cleavage, 3 h | inhibition, % at 7 µM;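 active = inhibition above a per-campaign cutoff equal to the mean of compounds falling between control-based bounds plus 3 SD, cut at about 20% in these data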;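 also: 0% = DMSO wells while the 100% control is not disclosed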
SIAE inh: human SIAE inhibitors, primary screen, biochemical, fluorescence polarization, FP-Rh probe, 1536-well HTS. SIAE FP-Rh probe binding. inhibition, % at 9.66 µM. 370,000 compounds, 0.69% hits. AID 1053197, 2014;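 active = inhibition above a cutoff: mean of compounds within the control limits plus 3 SD of those, cut at about 17% in these data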;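 also: 0% = plate median of compound wells and 100% = probe without SIAE protein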
Target sequence (Q9HAT2 whole entry, looked up): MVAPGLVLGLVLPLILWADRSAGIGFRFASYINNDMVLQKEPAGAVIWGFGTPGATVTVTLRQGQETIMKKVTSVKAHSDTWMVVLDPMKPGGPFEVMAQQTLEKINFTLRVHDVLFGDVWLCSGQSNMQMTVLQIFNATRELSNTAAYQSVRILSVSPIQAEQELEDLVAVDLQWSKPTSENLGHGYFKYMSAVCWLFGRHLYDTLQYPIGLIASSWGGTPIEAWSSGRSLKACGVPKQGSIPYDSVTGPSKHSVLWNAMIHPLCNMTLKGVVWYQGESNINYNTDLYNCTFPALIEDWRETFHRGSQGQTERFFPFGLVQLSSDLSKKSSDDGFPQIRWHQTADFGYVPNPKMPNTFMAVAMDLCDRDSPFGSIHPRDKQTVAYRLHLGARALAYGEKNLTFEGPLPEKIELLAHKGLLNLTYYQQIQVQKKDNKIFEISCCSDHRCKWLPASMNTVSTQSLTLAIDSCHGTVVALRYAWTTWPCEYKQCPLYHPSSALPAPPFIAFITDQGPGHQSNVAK
TDP2 absorb: human TDP2 enzyme inhibitors, primary screen, biochemical, epi absorbance, recombinant enzyme. Tyrosyl-DNA phosphodiesterase 2 (Homo sapiens), O95551. T5PNP hydrolysis, p-nitrophenol absorbance 415 nm. inhibition, % at 12.8 µM. 370,000 compounds, 0.34% hits;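 active = inhibition above the mean of all tested compounds plus 3 SD, set per campaign, cut at about 25% in these data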;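 also: 0% = DMSO with enzyme and 100% = buffer with substrate but no TDP2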
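Material: recombinant human TDP2; quantity: TDP2 enzyme at 120 nM final; medium: Tris-HCl pH 7.5 with MgCl2; compound: single concentration, 12.8 µM nominal, with 1% DMSO; incubation: 2 h enzyme incubation at 37 °C; signal: epi absorbance; measure: percent inhibition; benchmarks: high control without enzyme, low control DMSO plus TDP2; repeats: singlicate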
ARFGAP1 inh: inhibitors of rat ARFGAP1 GAP activity, primary screen, biochemical, fluorescence polarization, GDP tracer; inhibition, % at 16.5 µM; 360,000 compounds, 0.26% hits; Arfgap1-stimulated ARF1 GTP hydrolysis, GDP FP detection;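 active = inhibition above a per-plate limit, mean inhibition of low control wells plus 3 SD, cut at about 25% in these data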;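 also: 0% = DMSO wells with enzyme and 100% = wells lacking Arfgap1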
Target sequence (Q62848 1-136 limits assumed): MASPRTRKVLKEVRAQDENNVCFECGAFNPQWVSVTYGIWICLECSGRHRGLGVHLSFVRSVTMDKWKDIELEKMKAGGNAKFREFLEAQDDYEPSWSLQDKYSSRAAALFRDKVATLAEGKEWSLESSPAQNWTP
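system = rat Arfgap1 catalytic domain, aa 1-136 | technique = FP, GDP Alexa 633 tracer displaced from anti-GDP antibody, 620/688 nm | compound = one concentration, 16.5 µM, DMSO 1.26% | medium = HEPES-based buffer, pH 7.5 | timing = compound-enzyme preincubation 20 min, reaction 120 min, detection 60 min, 25 °C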
ASAP1 GAP inh: inhibitors of human ASAP1 ArfGAP activity, primary screen, biochemical, fluorescence polarization | inhibition, % at 16.5 µM | 360,000 compounds, 0.19% hits | ASAP1-stimulated ARF1 GTP hydrolysis, GDP FP detection | AID 624377, 2012; in the data active = inhibition above about 25%;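 also: 0% = vehicle with enzyme and substrate and 100% = no enzyme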
Target sequence (Q9ULH1 325-724 limits assumed): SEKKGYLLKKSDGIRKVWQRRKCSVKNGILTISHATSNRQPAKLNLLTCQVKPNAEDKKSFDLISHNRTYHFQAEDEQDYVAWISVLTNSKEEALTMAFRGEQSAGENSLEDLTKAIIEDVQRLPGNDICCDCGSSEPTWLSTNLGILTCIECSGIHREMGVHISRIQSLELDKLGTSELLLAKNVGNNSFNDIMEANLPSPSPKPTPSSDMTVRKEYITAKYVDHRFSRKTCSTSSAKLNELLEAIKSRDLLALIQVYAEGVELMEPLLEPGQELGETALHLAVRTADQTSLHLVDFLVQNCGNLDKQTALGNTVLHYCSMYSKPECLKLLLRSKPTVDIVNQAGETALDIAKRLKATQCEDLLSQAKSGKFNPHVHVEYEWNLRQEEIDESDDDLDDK
ADAM17 inh: ADAM17 inhibitors, primary screen, biochemical, QFRET; recombinant ADAM17, EDANS/DABCYL FRET peptide cleavage; 370,000 compounds, 0.83% hits; Disintegrin and metalloproteinase domain-containing protein 17 (Homo sapiens), P78536; inhibition, % at 6.95 µM; AID 720648, 2013;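 active = inhibition above the mean of compounds lying between control limits plus 3 SD, set per campaign, cut at about 8.5% in these data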;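 also: 0% = DMSO-only wells as the low control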
PLC-gamma1 inh: PLC-gamma1 enzyme inhibitors, primary screen, biochemical, fluorescence, purified enzyme; 370,000 compounds, 0.84% hits; AID 720700, 2013; fluorogenic substrate; 1-phosphatidylinositol 4,5-bisphosphate phosphodiesterase gamma-1 (Homo sapiens), P19174; inhibition, % at 12.2 µM; in the data active = inhibition above about 9.5%
DDE Tn7 FP inh: inhibitors of Tn7 peptide binding to fibrin DD(E), primary screen, biochemical, fluorescence polarization, human fibrin, Tn7 probe. inhibition, % at 8.3 µM. FP displacement of FITC-Tn7 peptide from fibrin DD(E); 0% = median of compound wells per plate. 370,000 compounds, 0.13% hits;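 active = inhibition above the mean of compounds falling within the control limits plus 3 SD of them, cut at about 14% in these data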;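 also: 0% = plate median of compound wells and 100% = 10 µM Aha-Tn7 peptide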
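Test system: human clot-derived fibrin DD(E) complex / Quantity: 2 µM final DD(E) protein / Incubation: 10 min plus 3 h, room temperature / Measured by: fluorescence polarization / Benchmarks: high control of 10 µM Aha-Tn7 peptide / Replicates: singlicate testing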
Tn6 DDE FP: inhibitors of Tn6 peptide binding to fibrin DD(E), primary screen, biochemical, fluorescence polarization, human fibrin, Tn6 probe. Fibrinogen beta chain (Homo sapiens), P02675. Fibrin DD(E) TRITC-Tn6 fluorescence polarization displacement. inhibition, % at 8.3 µM. 370,000 compounds, 0.21% hits. AID 720509, 2013;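 active = inhibition above a per-campaign cutoff: mean of compounds within control limits plus 3 SD, cut at about 15% in these data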;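 also: 0% = median of all compound wells on the plate and 100% = blocking peptide control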
PLC-beta3 inh: human PLC-beta3 inhibitors, primary screen, biochemical, fluorescence | 370,000 compounds, 0.18% hits | 1-phosphatidylinositol 4,5-bisphosphate phosphodiesterase beta-3 (Homo sapiens), Q01970 | inhibition, % at 12.2 µM | Purified PLC-beta3, fluorogenic substrate; in the data active = inhibition above about 11%;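 also: 0% = median of compound wells on plate and 100% = full blocker control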
The depositor's hits bear a star; i = inactive.

SMILES	ADAM10 inh	SIAE inh	TDP2 absorb	ARFGAP1 inh	ASAP1 GAP inh	ADAM17 inh	PLC-gamma1 inh	DDE Tn7 FP inh	Tn6 DDE FP	PLC-beta3 inh
CC(=O)O[C@H]1C=C[C@@H](C#Cc2ccc(C(C)(C)C)cc2)O[C@@H]1COC(=O)Nc1ccccc1	0.2	-7.5	-3.5	-0.5	-1.5	0.1	-6.5	-3.8	-6.3	-5.2
NC(=O)N/N=C/c1c(F)c(F)c(F)c(F)c1F	1.9	-2.0	3.4	-1.4	-4.0	-1.8	-0.3	-1.4	-2.0	-1.7
NS(=O)(=O)c1cc(Cl)c(NC(=O)COC(=O)c2ccccn2)c(Cl)c1	-18.0	1.2	-7.1	2.6	-2.9	1.0	3.1	1.9	3.9	-5.7
CN(C)c1ccc(S(=O)(=O)NCC(=O)OCC(=O)Nc2cc(Cl)cc(Cl)c2)cc1[N+](=O)[O-]	19.5	-9.6	-6.9	16.4	15.8	9.9*	6.3	-0.2	1.2	1.4
COc1ccccc1NC(=O)C(C)OC(=O)COc1cccc2c1OC(C)(C)C2 (stereo not drawn)	-6.5	-2.5	13.4	14.9	7.6	-2.8	0.7	4.8	-1.3	-5.9
NS(=O)(=O)c1ccc(CCNC(=S)Nc2ccccc2)cc1	1.9	2.8	-7.9	1.6	5.3	0.1	2.1	-5.5	-3.5	5.9
Cc1cccc(-c2nnc(SCCOc3ccc4c(C)cc(=O)oc4c3)o2)c1	-23.0	-5.0	-8.1	4.9	-0.1	-14.5	-3.8	7.7	-3.7	-2.0
CCc1ccc(NC(=O)CSCc2nc(N)nc(Nc3ccccc3CC)n2)cc1	0.5	-4.6	-1.6	17.0	-7.1	-2.5	0.5	3.1	2.7	2.1
Cc1ccc(OCC(=O)Nc2ccc3c(c2)nc(CCN2CCN(C)CC2)n3C)cc1	-1.8	-2.5	5.2	-2.3	-7.7	-3.2	-1.1	0.2	0.1	-4.8
CCC(=O)Nc1ccc(NC(=O)CSc2nnc(-c3ccco3)n2C)cc1	-4.0	11.3	-0.1	1.1	2.8	-5.3	-1.4	1.5	3.2	-5.0
CC(C)Oc1ccc(C(=O)/C(=C\c2cccs2)c2nc3ccccc3o2)cc1	4.8	-4.1	-3.8	-13.4	-6.3	4.0	-5.1	3.4	5.0	-4.5
Nc1ccc(-c2nc3nc(N)nc(N)c3nc2-c2ccc(N)cc2)cc1	2.0	2.8	-2.5	10.8	-0.3	3.5	-7.3	-6.2	-7.9	-8.2
C=CCn1c(N)c(C(=O)NCc2ccco2)sc1=S	-1.8	10.7	0.0	-14.2	0.5	-3.3	2.0	4.9	1.7	0.3
Cc1ccc(C)c(NC(=O)c2ccc(OC(=O)c3ccco3)cc2)c1	0.8	3.0	-4.1	-1.8	-4.9	-0.9	-1.1	3.9	-2.8	-2.2
CCCN1CN(CCc2ccccc2)CNC1=S	-2.1	-1.0	-1.5	5.4	-4.2	-6.0	0.9	7.3	-1.3	1.9
CC(Oc1ccc2c(=O)c(-c3ccc(Cl)cc3)c(C(F)(F)F)oc2c1)C(=O)O (stereo not drawn)	-0.3	2.4	2.8	-7.5	-0.9	-1.9	0.0	-1.5	-10.5	-8.8
COc1ccccc1N1CCN(C(=O)Nc2cccc(C)c2)CC1	0.9	2.2	-9.8	8.9	-5.3	2.7	2.6	7.0	-2.9	5.9
Cc1nnc(SCC(=O)Nc2cc(S(=O)(=O)N3CCCC3)ccc2Cl)n1C1CC1	-3.7	0.0	-9.9	10.6	-0.3	3.4	4.2	-10.8	-10.1	-3.7
N#Cc1nc(-c2cccs2)oc1NCc1ccc2c(c1)OCO2	i	-1.9	-2.0	4.7	12.1	-268.4	i	-8.6	-7.0	i
COc1cccc(CNc2nc3ccc(NC(C)=O)cc3s2)c1	1.9	4.2	3.3	5.4	-12.6	0.3	1.9	-1.3	-5.6	-2.7
Cc1nc2ccc(Cl)cc2nc(C)/c1=N\O	-2.8	13.6	1.8	11.4	-5.8	-2.3	-5.2	-3.0	-0.6	-6.6
COc1ccc(S(=O)(=O)NCC(c2ccco2)N2CCc3ccccc3C2)cc1 (stereo not drawn)	-1.7	-6.3	-5.9	0.8	0.8	0.9	1.5	-1.2	-2.5	0.4
COc1ccc(-c2ccc3[nH]c4c(c3c2)CCN2C(=O)[C@@H]([C@H](C)O)[C@@H](N(C)C(=O)Nc3ccccc3)C[C@@H]42)cc1	-200.8	3.6	-4.7	-1.2	7.3	-69.7	-170.1	-5.8	0.3	-218.1
CCOC(=O)C1(CCc2ccccc2)CCN(C(=O)c2ccoc2)CC1	8.1	3.0	-9.8	-4.1	1.1	-1.0	3.4	-2.3	3.9	6.1
COC(=O)c1c(NC(=O)c2cccs2)sc2c1CCCC2	-15.3	-9.4	1.3	16.5	5.5	-5.7	-40.0	-7.3	-3.7	-48.1

Compound profiles, as listed above:
Cc1ccc(C)c(NC(=O)c2ccc(OC(=O)c3ccco3)cc2)c1 reads ADAM10 inh = 0.8; SIAE inh = 3.0; TDP2 absorb = -4.1; ARFGAP1 inh = -1.8; ASAP1 GAP inh = -4.9; ADAM17 inh = -0.9; PLC-gamma1 inh = -1.1; DDE Tn7 FP inh = 3.9; Tn6 DDE FP = -2.8; PLC-beta3 inh = -2.2
NS(=O)(=O)c1cc(Cl)c(NC(=O)COC(=O)c2ccccn2)c(Cl)c1 reads ADAM10 inh = -18.0; SIAE inh = 1.2; TDP2 absorb = -7.1; ARFGAP1 inh = 2.6; ASAP1 GAP inh = -2.9; ADAM17 inh = 1.0; PLC-gamma1 inh = 3.1; DDE Tn7 FP inh = 1.9; Tn6 DDE FP = 3.9; PLC-beta3 inh = -5.7

More compounds follow:
SMILES	ADAM10 inh	SIAE inh	TDP2 absorb	ARFGAP1 inh	ASAP1 GAP inh	ADAM17 inh	PLC-gamma1 inh	DDE Tn7 FP inh	Tn6 DDE FP	PLC-beta3 inh
COc1ccc(Cc2n[nH]c(=S)n2NC(=O)Nc2ccc(C)cc2)cc1	6.7	6.1	-5.5	3.8	-6.9	2.8	0.6	0.2	-2.0	-2.3
COc1cccc(-c2ncc3ccccc3c2COC(=O)c2ccc(C(F)(F)F)cc2)c1	8.8	0.8	-4.3	11.3	-3.8	3.4	-0.4	-9.0	-4.7	2.4
Cc1cc(Cl)cc(C)c1OCCCCCn1ccnc1	-7.4	3.4	-3.2	-10.2	-3.6	-7.9	0.8	-1.9	-7.2	-4.2
O=C(Cn1ncc2c1-c1ccccc1OC2)N1CCN(c2ccccn2)CC1	-17.1	-5.7	16.7	11.1	-6.3	1.5	1.4	-1.6	-2.4	1.5
CCCC(c1nnnn1Cc1ccc(OC)cc1)N1CCN(c2ccccc2)CC1 (stereo not drawn)	6.4	-1.9	-4.5	-2.2	9.4	2.9	6.0	-9.7	0.1	5.2
Cc1ccc(-c2nn(-c3ccccn3)c(=O)c3ccccc23)cc1C	-1.6	-2.9	-10.9	2.5	-0.4	-5.5	-1.0	5.0	3.4	-6.8
CCCNC(=O)C1CC(=O)N(c2ccc(OCc3ccccc3)cc2)C1 (stereo not drawn)	-1.6	-1.9	0.1	11.1	-0.5	-1.6	-1.6	8.6	-1.2	0.5
CCOC(=O)N1CCN(C(=O)C(=O)NNC(=O)COc2ccc(Cl)cc2)CC1	6.8	-2.6	-0.3	1.6	3.6	-0.6	1.3	1.8	-1.8	3.3
S=C(NC1CCCC1)N1CCOCC1	3.5	3.1	-6.7	-4.6	-5.2	-0.8	-0.5	-2.9	11.1	2.3
CCC(=O)N1CCc2cc(S(=O)(=O)CCC(=O)NCc3ccc(C)cc3)ccc21	-4.0	3.3	5.8	-9.4	-9.5	0.9	3.2	7.2	6.8	-3.2
O=C(COC(=O)C12CC3CC(CC(C3)C1)C2)Nc1ccc(OC(F)F)cc1	26.7*	-7.1	0.7	3.5	14.8	15.4*	5.7	-2.1	-4.3	3.1
O=C(NCCc1ccccc1)c1ccccc1C(=O)NCCc1ccccc1	0.2	-7.3	-6.3	5.9	1.8	-2.4	4.6	-2.2	-9.5	-5.6
COC(=O)C1=C(C)N(Cc2ccc(C(F)(F)F)cc2)C(=NCc2ccccc2C(F)(F)F)NC1c1ccc(C(F)(F)F)cc1 (stereo not drawn)	-8.1	-12.2	0.1	20.3	-0.5	-3.3	-1.9	-1.0	0.1	-0.5
Oc1ccccc1-c1nc(NCc2ccco2)c2ccccc2n1	11.8	1.9	9.1	-10.6	0.1	-1.1	-103.6	5.2	7.0	-137.0
O=C(COC(=O)c1cccc(S(=O)(=O)N2CCCC2)c1)Nc1ccc(Cl)cc1	1.3	-16.1	-9.7	18.4	7.9	1.5	-0.4	4.2	1.2	2.3
Cc1cccc(NS(=O)(=O)c2ccc3[nH]c(=O)[nH]c3c2)c1C	-5.8	-6.9	10.2	-2.9	10.7	-5.1	-0.6	2.8	1.3	-4.9
COc1cccc(NC(=O)CN(C)C(=O)Cc2ccc(Cl)cc2Cl)c1	6.0	3.5	-2.2	6.7	-6.2	0.8	-2.4	9.7	7.8	-5.0
COC(=O)Cn1c(=O)c2c(nc3n2CCCN3CCc2ccc(OC)c(OC)c2)n(C)c1=O	-2.6	9.0	3.5	3.2	4.3	-4.7	-3.2	2.0	5.5	-3.8
CC1CCCC(NC(=O)COC(=O)[C@@H](NC(=O)c2ccccc2Cl)C(C)C)C1C (stereo partly drawn)	9.8	1.0	-9.3	-1.9	7.3	-1.3	4.6	0.4	-7.2	0.3
CC1(C)CC(=O)C(C(c2ccccc2F)C2C(=O)CC(C)(C)CC2=O)C(=O)C1	1.7	4.0	-3.9	-0.2	-6.7	0.3	3.7	-1.1	-1.6	4.7
CCOc1cc(NC(=O)CCl)c(OCC)cc1NC(=O)CCl	0.8	4.5	8.9	-8.9	4.2	-2.5	2.7	-1.8	-2.4	-6.5
Cc1ccc(NC(=O)CCN2C(=O)NC3(CCCC3)C2=O)c(C)c1	-11.5	4.2	6.0	-14.4	1.5	1.9	3.7	-4.2	1.2	-2.9
CCOC(=O)/C(=N/Nc1ccc(Cl)cc1)Sc1nnnn1-c1ccc(C)cc1	-5.0	4.9	5.0	-9.2	-18.6	-6.7	-2.0	4.7	-8.9	0.6

High-throughput results as filed in PubChem.

Hits appear at their usual frequency. About 3.6% of those tested had a hit in this group.
